Source: PubChem
STK33 kinase inh = blocks human STK33 kinase activity | Q9BYT3 | purified STK33, MBP phosphorylation, ADP-Glo luminescence | inhibition, % at 10 µM | actives 0.073% (n = 320,000) | AID 2661;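 active means inhibition at or above 25%, using the most active replicate where run in duplicate; inactive means inhibition below 25%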
Target sequence (Q9BYT3 whole entry, looked up): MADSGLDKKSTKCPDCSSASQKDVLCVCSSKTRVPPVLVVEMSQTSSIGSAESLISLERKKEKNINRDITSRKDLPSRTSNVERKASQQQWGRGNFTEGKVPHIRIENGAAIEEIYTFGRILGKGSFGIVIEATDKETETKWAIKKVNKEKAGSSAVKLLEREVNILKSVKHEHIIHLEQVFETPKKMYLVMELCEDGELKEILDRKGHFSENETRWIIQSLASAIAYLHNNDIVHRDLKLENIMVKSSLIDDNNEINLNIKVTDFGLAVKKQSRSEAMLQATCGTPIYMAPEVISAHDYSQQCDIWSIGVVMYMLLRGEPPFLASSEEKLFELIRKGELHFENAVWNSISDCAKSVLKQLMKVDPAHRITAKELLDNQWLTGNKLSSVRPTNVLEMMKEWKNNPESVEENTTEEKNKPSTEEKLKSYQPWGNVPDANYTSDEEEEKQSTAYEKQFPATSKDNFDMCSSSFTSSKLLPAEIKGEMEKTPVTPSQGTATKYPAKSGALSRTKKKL
KCNQ2 inh = KCNQ2 potassium channel inhibitors, primary screen, cell-based, CHO-K1, FluxOR thallium flux, B-score (AID 2156); O88943; 20 min; active compounds read low; B-score at 10 µM; actives 1.1% (n = 310,000);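 active means fluorescence ratio B-score at most minus 3 library SDs, with starting brightness B-score within 2 library SDs, cut at about -5.5 in these data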
Kir21 inh = blocks the mouse Kir2.1 inward-rectifier potassium channel; B-score at 10 µM; AID 1672; actives 0.85% (n = 310,000); HEK293-Kir2.1, FluxOR thallium flux fluorescence; active compounds read low;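 active means fluorescence ratio B-score at or below minus 3 SD of library scores, with starting-brightness B-score within 2 SD, cut at about -4.2 in these data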;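 further: channel flux triggered by added potassium and thallium sulfate stimulus; B-score of peak minus minimum fluorescence over baseline after thallium stimulus; more negative B-score means stronger Kir2.1 block with less thallium influx; some compounds called inactive have numbers as strong as hits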
Target sequence (P35561 whole entry, looked up): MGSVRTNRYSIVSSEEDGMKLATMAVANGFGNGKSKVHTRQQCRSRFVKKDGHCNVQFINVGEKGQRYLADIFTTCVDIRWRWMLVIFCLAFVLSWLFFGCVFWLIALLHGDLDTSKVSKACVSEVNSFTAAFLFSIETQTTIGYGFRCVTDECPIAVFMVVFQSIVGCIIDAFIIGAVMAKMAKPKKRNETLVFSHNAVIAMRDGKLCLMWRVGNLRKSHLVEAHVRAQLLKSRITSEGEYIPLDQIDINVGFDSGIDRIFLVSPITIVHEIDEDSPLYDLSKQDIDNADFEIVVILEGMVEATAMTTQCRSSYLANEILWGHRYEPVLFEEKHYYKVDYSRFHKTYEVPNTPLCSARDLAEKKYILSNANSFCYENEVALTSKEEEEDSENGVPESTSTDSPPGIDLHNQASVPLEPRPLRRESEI
Starred values were filed as active, the others as inactive; i = inactive; . = not tested or not shown.

SMILES	STK33 kinase inh	KCNQ2 inh	Kir21 inh
Cc1cc(C)cc(NC(=O)NCc2c(-c3ccccc3)noc2C)c1	-1.3	i	0.15
NC(=O)c1cc2ccccc2o/c1=N/NC(=O)c1cccc(Cl)c1	-0.9	i	-1.8
CCOc1ccc(OCCC(=O)N(CCC(C)C)c2c(N)n(Cc3ccccc3)c(=O)[nH]c2=O)cc1	-0.4	i	-1.05
COc1cc(C)nc(N2CCCC(C(=O)Nc3cccc(Cl)c3Cl)C2)n1 (stereo not given)	-0.9	i	0.32
Cc1ccc(NC(=O)CSc2nnc(Cc3csc(C)n3)o2)c(C)c1	-0.6	i	0.11
COCCN(C(=O)CCC(=O)Nc1cc(C)on1)C(C(=O)NC(C)(C)C)c1ccccc1Cl (stereo not given)	1.1	i	-0.17
COc1ccc(S(=O)(=O)N(CC(=O)NCCSc2ccccn2)c2ccccc2)cc1	-1.1	i	1.95
CCn1cnc2sc(C(=O)O)c(C)c2c1=O	-0.6	i	0.03
COc1ccc(CCn2c(=N)c(C(=O)NCC3CCCO3)cc3c(=O)n4cccc(C)c4nc32)cc1OC (stereo not given)	-0.8	i	1.65
CC(=O)Nc1ccc(NC(=O)C(C)Sc2n[nH]c(-c3ccc(C)cc3)n2)cc1 (stereo not given)	0.4	i	-1.38
Cc1ccc(OCc2ccc(C(=O)NCC3CCCO3)cc2)cc1 (stereo not given)	-0.3	i	1.45
CC(C)(C)c1ccccc1NC(=S)NC1CCCCC1	-1.8	i	-0.74
Cc1ccc(C(=O)OCC(=O)Nc2ccc(N(C)C)cc2)cc1NC(=O)c1ccco1	-0.4	i	1.29
COc1ccc(NC(=O)c2cc(S(=O)(=O)N3CCOCC3)ccc2N2CCOCC2)cc1	0.0	i	0.03
CCOC(=O)/C(=N\Nc1cc(Cl)ccc1Cl)N1CC(C)OC(C)C1 (stereo not given)	-0.1	i	1.15
C=CCn1c(SCc2ccccc2)nc2c1c(=O)[nH]c(=O)n2C	-0.6	i	-0.07
CCn1c(=O)c2cc(C(=O)NCC(OC)OC)sc2c2ccccc21	-1.4	i	1.76
COc1ccc(S(=O)(=O)N2CCC(C(=O)N3CCN(c4ccccc4OC)CC3)CC2)cc1	-0.7	i	2.56
Cc1ccc(NC(=O)C2CCN(S(=O)(=O)c3c(C)noc3/C=C/N(C)C)CC2)cc1	-2.0	i	-1.38
CC(=O)N(C)c1nc(-c2ccc(Cl)cc2)cs1	-3.3	i	1.51
Cc1c(CN2CCC(n3nccc3NC(=O)CCc3ccccc3)CC2)cnn1C	1.3	i	0.07
COC(=O)c1cc(=O)n(-c2ccc(C(F)(F)F)cc2)[nH]1	-3.0	i	0.22
C=CCN(C(=O)c1csnn1)C(C(=O)NC1CCCCC1)c1ccccc1 (stereo not given)	-1.4	i	-0.44
CCn1cc(C(=O)NCc2ccccc2OC)c(=O)c2ccc(C)nc21	-1.9	i	-1.04
Cc1onc(-c2ccccc2Cl)c1C(=O)N1CCN(c2cccc(Cl)c2)CC1	-0.8	i	-0.88
CC(C)(C)NS(=O)(=O)c1cc2c3c(c1)CCN3C(=O)CC2	-1.0	i	1.03
ON1C(c2ccc(Cl)cc2Cl)N(O)[C@H]2CCCC[C@H]21 (stereo not given in full)	-1.4	i	-0.31
COc1ccc(S(=O)(=O)N2CCCCC2)cc1NC(=O)Cn1c(=O)cnc2ccccc21	0.3	i	2.08
CC(C)NC(=O)C(c1ccc(F)cc1)N(Cc1ccco1)C(=O)CCC(=O)Nc1ccccn1 (stereo not given)	-1.2	i	-1.81
O=C(NC(=S)NCC1CCCO1)c1ccccc1Br (stereo not given)	-0.2	i	-1.4
Cc1sc2c(c1C)CN(Cc1ccncc1)CN2C(=O)c1ccco1	0.5	i	0.9
O=C(c1ccco1)c1nc2c(n1O)CCCCC2	-1.3	i	-1.63
CN1C(C)(C)CC(=NOC(=O)c2ccccc2)CC1(C)C	-0.6	i	-0.16
COc1ccc(F)cc1S(=O)(=O)N1CCN(Cc2ccc3c(c2)OCO3)CC1	-1.2	i	-1.83
Cc1ccccc1NC(=O)c1cnn(-c2ccccc2)c1C	1.4	i	0.08
N=C1/C(=C/c2ccc(Br)o2)C(=O)N=C2SC(CC(=O)N3CCCC3)=NN12	-0.8	i	0.57
O=C(c1ccc(OC2CCN(CCc3ccccc3)CC2)cc1)N1CCCC1	-0.8	i	-0.12
CN(CC(=O)Nc1ccc(F)c(Cl)c1)S(=O)(=O)c1ccc2c(c1)n(C)c(=O)c(=O)n2C	-0.5	i	0.06
OC(COc1ccc2c(c1)OCO2)CN1CCN(c2ccc(F)cc2)CC1 (stereo not given)	-2.1	i	0.53
CCc1nnc(NS(=O)(=O)c2ccc(NC(=O)c3ccc(Cl)cc3)cc2)s1	0.3	i	1.01
Cc1cccc(-n2ncc3c(Nc4ccc(F)cc4)ncnc32)c1	0.4	i	2.45
C=CCN1c2ccccc2[C@]23C[C@@H](C(=O)OC)N(C(=O)c4cc(C)oc4C)C2=NC(C(=O)OC)=C(C(=O)OC)[C@H]13	0.7	i	0.77
Cc1ccc(OCc2cc(C(=O)NCc3cnn(-c4cccc(F)c4)c3)no2)cn1	-1.1	i	-1.59
CC(C)C1N(C(N)=S)N=CC1(C)C (stereo not given)	0.4	i	0.52
O=C(Nc1ccc(C(=O)O)cc1)/C(=C\c1ccc2c(c1)OCO2)NC(=O)c1ccc(Br)o1	-0.3	i	1.17
Cc1cn(S(=O)(=O)c2ccc(Cl)cc2)c(C)n1	-0.5	i	0.84
Fc1ccc(-c2nnc3sc(C4COc5ccccc5O4)nn23)cc1 (stereo not given)	-0.9	i	2.3
Cc1[nH]c2ccccc2c1CCN(Cc1cccnc1)C(=S)Nc1cccc(F)c1	-1.5	i	-1.13
COc1ccc(C23NCCN2C(=O)c2ccccc23)cc1 (stereo not given)	-0.5	i	-0.48
O=C(Cc1cccc2ccccc12)N/N=C/C=C/c1cccc([N+](=O)[O-])c1	-1.2	i	1.9
CCCn1c(SCC(=O)NC)nnc1C(C)C	-1.8	i	0.89
CCOc1nc(-c2ccccc2O)nc2ccccc12	0.4	i	-0.03
C/C(=N/NC(=O)c1ccc(Cn2cccn2)o1)c1cccc(NC(=O)c2ccncc2)c1	.	i	0.23
Cc1nn2c(-c3ccc(F)cc3)ccnc2c1Cl	0.8	i	0.15
COc1ccc(CNC(=O)Cc2ccc(NC(=O)C3=C(C)OCCS3)cc2)cc1	-1.4	i	-0.03
CCCCCCSc1nnc(N)s1	0.0	i	1.07
O=C(CN(C1CCCCC1)S(=O)(=O)c1ccccc1)N1CCCC1	4.4	i	-0.47
NC1CCN(c2c(F)cc3c(=O)c(C(=O)O)cn(C4CC4)c3c2Cl)C1 (stereo not given)	0.8	i	-2.01
CCC(C(=O)NC1CCCC1)N(C(=O)Cn1nnc(-c2ccc(C)o2)n1)c1cccc(OC)c1 (stereo not given)	-1.2	i	-0.07
CCOc1cc2[nH]c(=O)n(CCC(=O)NCCc3ccccc3)c(=O)c2cc1OCC	-0.4	i	2.27

Next part:
SMILES	STK33 kinase inh	KCNQ2 inh	Kir21 inh
CN1CCN(S(=O)(=O)c2ccc(NC(=S)NC(=O)C3CCCC3)cc2)CC1	0.3	i	-0.58
Cc1cccc(Nc2nc(N)nc(CN3CCN(C)CC3)n2)c1	-0.3	i	0.71
CO/N=C/c1ccc(N2CCCC2)c([N+](=O)[O-])c1	-0.6	i	-0.04
Cc1ccc(-c2c(C(=O)N/N=C/c3cccs3)nnn2-c2nonc2N)cc1	0.2	i	-1.41
O=C(NC(Cc1ccccc1)C(=O)N1CCCCC1)c1ccccc1 (stereo not given)	-2.4	i	-0.99
O=C(Nc1ccccc1Cl)OCc1cncs1	0.4	i	0.64
N#Cc1c(N)n(CCNC(=O)c2cccs2)c2nc3ccccc3nc12	-1.7	i	-0.28
COc1cc([C@@H]2c3cc4c(cc3[C@@H](O)[C@H]3COC(=O)[C@H]23)OCO4)cc(OC)c1O[Si](C)(C)C(C)(C)C	-0.6	i	3.27
CC(C)(C)OC(=O)N[C@@H](Cc1c[nH]c2ccccc12)c1nnc(SCC(N)=O)o1	-1.5	i	-1.94
Cc1ccc(S(=O)(=O)N(C)c2ccc(OCC(=O)OCc3c(C)noc3C)cc2)cc1	-2.2	i	0.38
COc1ccc(-c2cc(C(=O)NNC(=S)NC(=O)c3c(-c4ccccc4)noc3C)[nH]n2)cc1	0.9	i	-0.41
O=C(NCCCN1CCOCC1)c1cc(-c2ccc(Br)cc2)nc2ccccc12	.	-6.81*	-0.82
COc1ccc(N(CC(=O)N2CCCC2)S(C)(=O)=O)cc1	0.1	i	1.28
CCOC(=O)Cn1c(=O)oc2cc(S(=O)(=O)N3CCN(c4ccccn4)CC3)ccc21	-2.3	i	0.01
Cn1c(SCc2cccc3ccccc23)nnc1-c1ccco1	-0.1	i	-2.39
O=C(c1ccc(Br)o1)N(c1ccccn1)C1CCCCC1	-0.6	i	-2.22
CSc1nnc(-c2ccc(O)cc2)n1C	0.1	i	-0.8
O=C(COC(=O)CNS(=O)(=O)c1ccc(Br)cc1Cl)NCCc1ccccc1	-1.7	i	-0.95
CCc1cccc(NC(=O)Cn2cccc2)c1	0.2	i	-0.87
Cc1cc(C(C)C)n2c(nc3ccccc32)c1C#N	-1.0	i	-1.51
COc1cc2nc(Nc3ccc(C)c(Cl)c3)nc(N)c2cc1OC	13.3	i	-0.1
Cc1ccc(CNC(=O)c2c(C)cc(=O)oc2C)cc1	1.8	i	0.62
COC(=O)C1Sc2[nH]c(=O)sc2C2c3ccccc3OC(=O)C12 (stereo not given)	-3.1	i	0.04
Cc1nccn1CC(O)COc1ccc(Cl)cc1Cl (stereo not given)	-3.5	i	0.65
C=CCc1cccc2cc(C(=O)N3CCN(C(=O)c4ccccc4)CC3)c(=O)oc12	-0.7	i	-0.11
CCOC(=O)CC1C(=O)NCCN1c1nc2ccc(C)cn2c(=O)c1/C=C1\SC(=S)N(CC(C)C)C1=O (stereo not given)	-1.4	i	-4.21
O=C(COC(=O)c1ccccc1Oc1ccccc1)NC1CCS(=O)(=O)C1 (stereo not given)	0.5	i	-0.5
COc1ccccc1-c1nc(S(=O)(=O)c2ccc(Cl)cc2)c(N(C)C)o1	-0.5	i	-0.28
Cc1cc(-c2n[nH]c(=S)n2Cc2ccco2)nn1C	3.8	i	0.56
Cc1cc(C)cc(N(C(=O)C2CCCC2)C2C=CS(=O)(=O)C2)c1 (stereo not given)	-2.6	i	-1.87
O=c1c(-c2cccc3ccccc23)[n+]([O-])c2ccccc2n1O	-0.5	i	-0.38
CN(C)CCCN(C(=O)c1ccc(S(=O)(=O)N(C)C2CCCCC2)cc1)c1nc2ccc(F)cc2s1	-0.8	i	-3.17
CCN1CCN(C(=O)c2nn(-c3ccccc3)c(=O)c3ccccc23)CC1	-1.6	i	0.99
COc1ccc(/C=N/NC(=O)c2cc(O)c(O)c(O)c2)cc1Cn1cc([N+](=O)[O-])cn1	.	i	0
COc1ccc(-c2ccc(=O)n(Cc3ccccc3)n2)cc1	0.9	i	-0.05
O=C(C[n+]1ccc(/C=C/c2ccccc2)cc1)c1ccc2c(c1)OCCO2	-0.2	i	-0.2
CSc1ccccc1NC(=O)c1ccc(C)o1	-0.4	i	1.79
Cc1nnc2sc(SCC(=O)Nc3ccc(Cl)cc3)nn2c1=O	-0.5	i	0.01
COc1cc(/C=N/Nc2ccc(Cl)nn2)cc(OC)c1O	-0.4	i	0.27
CCOC(=O)C(=O)N(Nc1ccccc1C)c1ccccc1C	-1.1	i	-0.17
Cc1ccc(Cn2c(C3CCCN3c3nc(C)cs3)nc3cc(C(=O)NCCCO)ccc32)cc1 (stereo not given)	-2.7	i	1.52
CC(=O)N/C(=C/c1ccc(OS(=O)(=O)c2ccc(C)cc2)cc1)C(=O)NCCO	-0.1	i	0.56
CCCCc1nc(Cl)c(C#N)c2c1CCC2	-0.9	i	0.71
Cc1ccc(S[C@@H](CCN2CC[C@H](C)CCC2=O)c2ccccc2)cc1	-1.9	i	-1.17

Structures from the list above that have an aryl thioether with sulfur outside any ring:
SMILES	STK33 kinase inh	KCNQ2 inh	Kir21 inh
Cc1ccc(NC(=O)CSc2nnc(Cc3csc(C)n3)o2)c(C)c1	-0.6	i	0.11
COc1ccc(S(=O)(=O)N(CC(=O)NCCSc2ccccn2)c2ccccc2)cc1	-1.1	i	1.95
CC(=O)Nc1ccc(NC(=O)C(C)Sc2n[nH]c(-c3ccc(C)cc3)n2)cc1 (stereo not given)	0.4	i	-1.38
C=CCn1c(SCc2ccccc2)nc2c1c(=O)[nH]c(=O)n2C	-0.6	i	-0.07
CCCn1c(SCC(=O)NC)nnc1C(C)C	-1.8	i	0.89
CCCCCCSc1nnc(N)s1	0.0	i	1.07
CC(C)(C)OC(=O)N[C@@H](Cc1c[nH]c2ccccc12)c1nnc(SCC(N)=O)o1	-1.5	i	-1.94
Cn1c(SCc2cccc3ccccc23)nnc1-c1ccco1	-0.1	i	-2.39
CSc1nnc(-c2ccc(O)cc2)n1C	0.1	i	-0.8
CSc1ccccc1NC(=O)c1ccc(C)o1	-0.4	i	1.79
Cc1nnc2sc(SCC(=O)Nc3ccc(Cl)cc3)nn2c1=O	-0.5	i	0.01
Cc1ccc(S[C@@H](CCN2CC[C@H](C)CCC2=O)c2ccccc2)cc1	-1.9	i	-1.17
